# Ins promoter up – MIN6 insulin promoter up-regulation; MIN6 insulin promoter-GFP reporter, high-content imaging; active compounds read high; AID 1625; 0.3% of 190,000 active; z-score at 5 µM;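 active = z-score above 3 at 5 µM with at least 500 cells counted in the well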
# Autophagy mod – modulators of autophagy; MEF GFP-LC3 puncta imaging; test concentration mostly 10 µM; calls only at 10 µM (by protocol); 0.98% of 190,000 active; AID 463193;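 active = percentage of spot-positive cells more than 3 SD above its plate mean, without a fluorescence outlier flag or 80% toxicity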;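 also: spot-positive cell cutoff set from DMSO-treated cells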
# WT yeast gro inh – growth inhibition of WT yeast, mitochondrial fusion screen; mitochondrial fusion phenotypic screen, WT strain; inhibition, % at 10 µM; 2.1% of 190,000 active; AID 1362; in the data active = inhibition above about 58%; tested in S. cerevisiae
# Lipid droplet – hepatic lipid droplet formation modulation; 0.4% of 240,000 active; AML12 mouse hepatocytes, oleate lipid droplets, BODIPY imaging; inhibition, % at 6.5 µM;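 active = lipid droplet intensity inhibited by at least 50%, with more than 500 cells counted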
#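 material = mouse AML12 hepatocyte cell line, fixed after treatment | also added = 100 µM oleic acid challenge | doses = compound at 6.5 µM only | schedule = overnight exposure | technique = Image-based BODIPY and DAPI two-channel analysis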
# Myeloid diff MLP – compounds promoting myeloid differentiation. ER-HoxA9 myeloid progenitors, lysozyme-GFP differentiation, flow cytometry. 1% of 360,000 active. calls only at 10 µM;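 active = normalized GFP-positive differentiation at or above the plate's own cutoff, the solvent-only control mean plus 3 SD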;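 also: cells exposed to compound for four days before flow analysis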
# MT stabilizer – microtubule stabilizers in HeLa cells; AID 2205; % tubulin-high responders, % at 10 µM; 0.83% of 200,000 active; HeLa tubulin immunostaining HCS, 24 h; share of cells brighter than vehicle mean+2SD;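 active = plate Z-score above 3 for both tubulin-high and condensed-nucleus cell shares, with cell loss under 80%, at 10 µM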;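 also: anti alpha tubulin signal scored within the nucleus-defined area of each cell; some results filed as inactive read as strong as hits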
# T cell modulator – modulates CD8 T cell binding to vesicles | calls only at 7 µM | 2C CD8+ T cell-vesicle binding, flow cytometry; active compounds read low | 0.068% of 330,000 active;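 active = response, share of CD8 T cells binding vesicles, and their 90th percentile fluorescence all below set limits, cut at about 80% in these data, passing the limit was not always enough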
#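 Test system: purified 2C TCR transgenic mouse naive CD8+ T cells. Probe or stimulus: QL9-peptide-loaded Drosophila micro-vesicles bearing Ld, ICAM-1 and B7-1. Incubation: binding step 1.5 h, 37 °C, antibody labelling 20 min, ice. Measured by: flow cytometry of vesicle-bound cells.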
# bCat nuc transl – beta-catenin nuclear translocation modulation | HeLa beta-catenin nuclear translocation, immunofluorescence imaging | 0.3% of 190,000 active | nuclear translocation activity, % at 5 µM;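 active = nuclear translocation activity above 50% at 5 µM, with a well cell count of 50 or more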;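 also: per-cell ratio of nuclear to cytoplasmic median beta-catenin stain intensity; plate controls were DMSO negative control for no effect and GSK-3 inhibitor IX positive control for full effect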
#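 System: Human HeLa cells, endogenous beta-catenin | Compound dosing: 5 µM primary, 0.02–20 µM confirmation | Timing: 24 h compound exposure at 37°C, 5% CO2 | Measured by: Fluorescence imaging of beta-catenin antibody stain plus DAPI | Read-out basis: % activation of per-cell nuclear versus cytoplasmic median beta-catenin signal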
# West Nile antiviral – West Nile virus antiviral activity, cell-based, CPE readout (AID 1621). CPE inhibition, % at 10 µM; hits with a dose series show IC50 in µM. West Nile virus-infected cells, CPE inhibition; higher % means a stronger effect. 0.02% of 290,000 active; in the data active = a potency from the dose series; also: strong numbers were not always called active
# WT yeast gro inh mutant strain – also measured in WT yeast gro inh; calls as there; inhibition, %; mitochondrial fusion phenotypic screen, mutant strain inhibition
# Ins promoter up cell count – second read-out of Ins promoter up, no call of its own (marks repeat the call); cell count; measured here: cytotoxicity, nuclei count;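 total cells summed across four imaged fields per well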
# Lipid droplet cells 6.5 µM – recorded beside Lipid droplet, whose call it bears; cell count; measured here: cell count, cytotoxicity flag;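 cells counted across two imaged fields per well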
# bCat nuc transl cell count 5 µM – recorded beside bCat nuc transl, whose call it bears; cell count; measured here: cell count, cytotoxicity flag
# T cell modulator vesicle-bound % – also measured in T cell modulator; calls as there; double positive events, %; measured here: CD8+ vesicle-bound cell fraction;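 binding gate set so that unloaded-vesicle control wells show 10% double positive cells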
# MT stabilizer Hoechst-high % – second read-out of MT stabilizer, no call of its own (marks repeat the call); % Hoechst-high responders; measured here: nuclear condensation Hoechst responders;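 share of cells brighter than vehicle mean plus two SD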
# MT stabilizer cytotoxicity % – recorded beside MT stabilizer, whose call it bears; toxicity, %; measured here: cytotoxicity by cell density;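 0% = mean cell density of plate MIN control wells and 100% = no cells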
# Autophagy mod cell loss 18 h – recorded beside Autophagy mod, whose call it bears; toxicity, %; measured here: cell loss, nuclei count;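 cell loss after 18 h compound exposure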
# Myeloid diff MLP GFP+ MAC1+ % – further read-out of Myeloid diff MLP, marked with its call; GFP+ MAC1+ double positive, %; measured here: differentiation confirmed by MAC1 staining
# Active calls of the source: *; i = inactive; . = no result given.
# The opening three entries (preview)
# Each structure is followed by: Ins promoter up	MT stabilizer Hoechst-high %	MT stabilizer	WT yeast gro inh mutant strain	Lipid droplet cells 6.5 µM	T cell modulator	MT stabilizer cytotoxicity %	WT yeast gro inh	T cell modulator vesicle-bound %	bCat nuc transl cell count 5 µM	Ins promoter up cell count	Autophagy mod	bCat nuc transl	Myeloid diff MLP	West Nile antiviral	Lipid droplet	Myeloid diff MLP GFP+ MAC1+ %	Autophagy mod cell loss 18 h
O=C(NC(=S)N1CCN(C/C=C/c2ccccc2)CC1)c1ccc(F)cc1
→ -0.6	.	.	.	734	i	.	.	22.7	1120	1340	.	-0.8	i	-1.1%	-22.9	0.1	.
Nc1c(C(=O)NCCc2ccccc2)nnn1Cc1ccc(Cl)cc1
→ 0.24	0.4	1.6	9.7	762	i	13.9	4.4	24.5	1216	1192	i	-0.9	i	-0.5%	-1.5	0.8	0.6
O=C(Nc1cccc2ncccc12)c1ccc(F)cc1
→ 0.15	1.2	5.7	17.8	588	i	3.7	15.3	19.8	892	1450	i	-0.4	i	-0.8%	2.3	1.0	10.3

# Main list, from the start:
# Each structure is followed by: Ins promoter up	MT stabilizer Hoechst-high %	MT stabilizer	WT yeast gro inh mutant strain	Lipid droplet cells 6.5 µM	T cell modulator	MT stabilizer cytotoxicity %	WT yeast gro inh	T cell modulator vesicle-bound %	bCat nuc transl cell count 5 µM	Ins promoter up cell count	Autophagy mod	bCat nuc transl	Myeloid diff MLP	West Nile antiviral	Lipid droplet	Myeloid diff MLP GFP+ MAC1+ %	Autophagy mod cell loss 18 h
O=C(NC(=S)N1CCN(C/C=C/c2ccccc2)CC1)c1ccc(F)cc1
→ -0.6	.	.	.	734	i	.	.	22.7	1120	1340	.	-0.8	i	-1.1%	-22.9	0.1	.
Nc1c(C(=O)NCCc2ccccc2)nnn1Cc1ccc(Cl)cc1
→ 0.24	0.4	1.6	9.7	762	i	13.9	4.4	24.5	1216	1192	i	-0.9	i	-0.5%	-1.5	0.8	0.6
O=C(Nc1cccc2ncccc12)c1ccc(F)cc1
→ 0.15	1.2	5.7	17.8	588	i	3.7	15.3	19.8	892	1450	i	-0.4	i	-0.8%	2.3	1.0	10.3
Cn1c(CNc2cccc(Cl)c2)nnc1SCC#N
→ -0.6	1.8	3.5	-10.3	747	i	6.3	-12.8	8.7	996	1340	i	-1.8	i	-0.2%	2.6	0.2	1.2
N#C/C(=C\c1cccnc1)c1ccc([N+](=O)[O-])cc1
→ .	.	.	.	789	i	.	.	52.2	.	.	.	.	i	0.3%	-9.5	0.3	.
COc1ccc(NC(=O)C2CCN(S(=O)(=O)c3c(C)noc3/C=C/N(C)C)CC2)cc1
→ .	.	.	.	687	i	.	.	7.8	.	.	.	.	i	-0.9%	22.4	1.3	.
CSc1cccc(NC(=O)C2CC(=O)N(Cc3ccccc3)C2)c1 (stereo not drawn)
→ .	.	.	.	873	i	.	.	57.6	.	.	.	.	i	-0.5%	0.3	1.6	.
CC(=O)N1CCN(c2ccc(NC(=S)NC(=O)c3ccccc3)cc2)CC1
→ 0.11	1.2	1.8	5.9	676	i	5.2	-10.2	7.3	571	1290	i	-1.1	i	-0.9%	33.3	1.2	6.9
O=C1CC(SC2=NCCS2)C(=O)N1c1ccc(Cl)cc1 (stereo not drawn)
→ -0.85	1.7	2.8	7.4	637	i	2.4	-9.9	49.2	1133	1533	i	0.7	i	-0.7%	-2.2	0.2	12.2
O=C(NNC(=S)NC(=O)c1ccccc1[N+](=O)[O-])c1ccccc1O
→ 0.22	4.0	3.5	12.9	760	i	5.0	14.5	41.8	1111	1431	i	-1.0	i	-0.1%	5.8	0.6	-0.5
Cc1cc(C(=O)N2CCCC(N3CCN(c4ccc(F)cc4)CC3)C2)c(C)o1 (stereo not drawn)
→ .	.	.	.	758	i	.	.	23.6	.	.	.	.	i	0.0%	1.0	1.2	.
CC(=O)Nc1ccc(S(=O)(=O)N2CCC(C(=O)NC3CC3)CC2)cc1
→ .	.	.	.	710	i	.	.	4.5	.	.	.	.	i	0.0%	-4.1	3.5	.
O=C(COC(=O)c1cc(Br)ccc1O)Nc1cc(S(=O)(=O)N2CCCC2)ccc1Cl
→ -0.21	1.1	1.5	8.7	725	.	6.6	28.3	.	1110	1254	i	-0.5	i	0.0%	0.2	0.7	4.2
Cc1ccc(S(=O)(=O)N(CC(=O)NCc2ccccn2)c2ccc(Cl)cc2)cc1
→ .	.	.	.	865	i	.	.	8.1	.	.	.	.	i	-0.9%	-2.7	0.2	.
O=C(Cn1nnc2ccccc21)NNC(=O)c1ccccc1
→ 1.22	.	.	.	689	i	.	.	29.7	1259	1169	.	1.3	i	0.9%	-2.7	0.3	.
Cc1ccc(Cn2cccc(NC(=O)NC3CCCCC3)c2=O)cc1
→ -0.71	2.3	3.0	-32.5	.	i	8.4	6.8	17.3	1357	1625	i	0.7	i	-1.6%	.	0.2	2.5
CN(C(=O)COC(=O)c1ccc(Cl)c(N)c1)c1ccccc1
→ 0.21	0.8	2.0	0.7	681	i	3.8	-2.4	35.6	1099	1518	i	-6.3	i	0.6%	-1.1	0.2	14.2
O=C(Cn1nnc(-c2ccc(F)cc2)n1)Nc1ccc2c(c1)OCCO2
→ -0.47	2.2	9.3	5.1	679	i	13.5	-18.5	48.2	1101	1263	i	-3.3	i	0.4%	-5.6	0.3	30.8
COc1ccc(F)cc1S(=O)(=O)NCC(=O)NCc1cc(=O)n(C)c(=O)n1C
→ .	.	.	.	772	i	.	.	12.2	.	.	.	.	i	0.3%	-25.6	1.4	.
Cc1nc(SCC(=O)c2ccc(F)c(F)c2)[nH]c(=O)c1Oc1ccc(Cl)cc1
→ 0.04	.	.	.	634	i	.	.	41.8	1024	1473	.	-2.9	i	0.8%	-19.6	0.2	.

# (more compounds)
# Each structure is followed by: Ins promoter up	MT stabilizer Hoechst-high %	MT stabilizer	WT yeast gro inh mutant strain	Lipid droplet cells 6.5 µM	T cell modulator	MT stabilizer cytotoxicity %	WT yeast gro inh	T cell modulator vesicle-bound %	bCat nuc transl cell count 5 µM	Ins promoter up cell count	Autophagy mod	bCat nuc transl	Myeloid diff MLP	West Nile antiviral	Lipid droplet	Myeloid diff MLP GFP+ MAC1+ %	Autophagy mod cell loss 18 h
Cc1cccc(S(=O)(=O)c2c(C)cc(C)nc2Cl)c1
→ 0.51	2.2	3.2	-2.5	681	.	5.4	-12.8	.	1037	1252	i	0.5	i	-0.9%	-7.9	0.0	-0.5
CCCCC(=O)Nc1ccc(C)c(O)c1
→ 0.06	2.5	1.5	-0.3	.	i	12.4	-0.6	20.6	1395	1504	i	-0.7	i	-0.1%	.	0.5	11.9
COc1ccc(C(=O)CN(C(=O)c2ccc(Cl)cc2)N2C(=O)C3CCCCC3C2=O)cc1 (stereo not drawn)
→ -1.91	1.1	1.3	0.9	811	i	7.9	5.8	44.6	.	981	i	.	i	0.4%	19.0	0.8	8.2
Cc1ccc(S(=O)(=O)N2CCC(NC(=O)C3CCCCC3)CC2)cc1
→ .	.	.	.	740	i	.	.	27.2	.	.	.	.	i	-0.4%	-3.2	2.5	.
CCc1ccc(NC(=O)CC2C(=O)N(c3cccc(C)c3)C(=O)N2C2CC2)cc1 (stereo not drawn)
→ 2.55	1.1	8.7	18.2	727	i	9.1	-8.4	24.0	1074	1080	i	-2.4	i	-0.3%	-14.5	2.0	7.7
CC(C)N(C(=O)Cn1cc(SCC(=O)NCC2CCCO2)c2ccccc21)C(C)C (stereo not drawn)
→ -1.12	.	.	-16.5	682	i	.	-15.6	49.0	1129	1261	i	1.3	i	-1.1%	-6.6	0.4	8.7
CCCC(=O)OCC(=O)NC1CCCc2ccccc21 (stereo not drawn)
→ 0.2	2.0	4.3	-5.3	695	i	3.4	-1.9	41.6	1047	1283	i	-0.7	i	-0.3%	16.6	0.5	-9.5
O=C(C1=NNCC1c1ccc(Cl)cc1)C1CO1 (stereo not drawn)
→ -0.34	2.6	2.8	19.2	587	.	6.8	7.3	.	910	1227	i	1.1	i	-1.0%	2.2	0.4	0.0
Cc1csc(Nc2cccc3ccccc23)n1
→ -0.45	2.8	4.2	1.8	675	i	4.7	26.7	55.1	905	956	i	1.3	i	0.8%	4.1	0.7	-19.7
C=CCNC(=S)NCC1COc2ccccc2O1 (stereo not drawn)
→ 0.6	2.3	1.5	8.3	666	i	7.5	1.5	31.4	547	1233	i	0.5	i	0.1%	14.3	0.8	0.0
CCOC(=O)c1c(N)n[nH]c1-c1ccc(OC)cc1
→ .	1.3	2.6	7.6	677	i	4.5	5.0	58.1	.	.	i	.	i	0.0%	-12.4	7.3	-6.8
COc1ccc2[nH]c(=O)c(CN(C(=O)c3ccco3)C(C)C)cc2c1
→ 0.05	.	.	.	699	i	.	.	51.0	1282	1153	.	-0.4	i	-0.3%	-12.2	1.1	.
COc1cnn(-c2ccc(C)cc2)c(=O)c1Cl
→ -0.67	2.4	1.7	3.5	713	i	2.3	9.2	20.5	1127	1403	i	-0.7	i	0.9%	0.6	0.2	1.9
CCOc1cc(/C=N\NC(=O)CC(=O)NCCc2ccccc2)ccc1O
→ 0.05	1.1	1.7	-17.0	655	i	5.1	4.2	4.2	1565	1260	i	0.3	i	-0.7%	-6.5	0.4	2.2
O=C(CSc1nnnn1-c1ccc(O)cc1)N1N=C(c2ccc3ccccc3c2)CC1c1ccccc1 (stereo not drawn)
→ -0.28	3.7	4.2	2.0	723	i	5.4	33.9	60.6	1413	1195	i	0.8	.	0.1%	11.1	.	9.0
CCC(C)C(=O)Nc1nnc(SCC(=O)Nc2ccc(F)cc2)s1 (stereo not drawn)
→ 0.85	1.9	2.7	-12.1	670	i	2.6	11.6	59.1	1514	1605	i	-0.4	i	-1.1%	-1.0	0.1	-6.9
CCCCCn1c(N)c(-c2nc3ccccc3s2)c2c([N+](=O)[O-])nn(CC)c(=O)c21
→ -1.16	0.9	1.6	-2.0	755*	i	2.4	11.7	19.3	1098	1099	i	4.6	i	0.9%	71.5*	0.5	-8.7
CC1CCCCN1c1nnc(N)s1 (stereo not drawn)
→ .	2.9	3.1	-4.2	701	i	11.1	0.0	15.8	1065	.	i	3.5	i	-0.1%	10.2	2.7	-0.3
